Source: PubChem BioAssay
PMI inhibitors = inhibitors of human PMI, primary screen, biochemical, fluorescence intensity, coupled assay (AID 1209). purified PMI enzyme, coupled fluorescence intensity; higher % means a stronger effect. inhibition, % at 20 µM, or IC50 in µM where a hit was titrated. actives 0.42% (n = 190,000);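 note: plate controls were DMSO vehicle for no effect and wells lacking substrate for full effect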
Ins promoter up = MIN6 insulin promoter up-regulation; actives 0.3% (n = 190,000); z-score at 5 µM; MIN6 insulin promoter-GFP reporter, high-content imaging; hits give high values;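 active = z-score above 3 at 5 µM with at least 500 cells counted in the well; inconclusive = wells under 500 cells, flagged as cytotoxic or low count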
PMI inhibition = MPI inhibition at elevated mannose 6-phosphate – biochemical, fluorescence intensity, high mannose 6-phosphate, primary screen (AID 1220) | recombinant PMI enzyme, coupled fluorescence intensity; higher % means a stronger effect | inhibition, % at 20 µM; hits with a dose series show IC50 in µM | actives 0.66% (n = 190,000)
b-catenin transl = alters nuclear translocation of beta-catenin in HeLa cells | nuclear translocation activity, % at 5 µM | actives 0.3% (n = 190,000) | immunofluorescence imaging;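 active = nuclear translocation activity above 50% at 5 µM, with a well cell count of 50 or more; inconclusive = wells under 50 cells across six images, flagged as toxic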;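 note: per-cell ratio of nuclear to cytoplasmic median beta-catenin stain intensity; plate controls were DMSO negative control for no effect and GSK-3 inhibitor IX positive control for full effect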
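Test system: human HeLa cells, native beta-catenin. Compound dosing: 5 µM primary single dose, 0.1% DMSO, 0.02–20 µM confirmation series. Incubation: compound exposure 24 h at 37°C. Detection: beta-catenin immunostaining with DAPI counterstain, 20x imaging, 6 fields/well. Read-out basis: Nuclear/cytoplasmic beta-catenin signal ratio, % activation.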
WT yeast gro inh = growth inhibition of WT yeast, mitochondrial fusion screen; mitochondrial fusion phenotypic screen, WT strain; inhibition, % at 10 µM; actives 2.1% (n = 190,000); AID 1362; in the data active = inhibition above about 58%; tested in S. cerevisiae
Autophagy mod = autophagy modulation, high-content screen. calls only at 10 µM (by protocol). actives 0.98% (n = 190,000). MEF GFP-LC3 puncta imaging; test concentration mostly 10 µM;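 active = percentage of spot-positive cells more than 3 SD above its plate mean, without a fluorescence outlier flag or 80% toxicity; inconclusive = no clear call, values can overlap the other calls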;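 note: spot-positive cell cutoff set from DMSO-treated cells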
Dynein cargo inh = dynein cargo transport inhibition. 3617.4 mouse cells, GR-EGFP nuclear translocation imaging; test concentration mostly 20 µM; stimulated with dexamethasone, 1 µM; hits give low values. z-score, hits read low. actives 0.47% (n = 220,000). AID 1381;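 active = plate z-score of nuclear minus cytoplasmic receptor signal below a set negative limit, without overly bright fluorescence or cell loss, cut at about -3.5 in these data, passing the limit was not always enough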;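 note: z-score of nuclear minus cytoplasmic ring GR-EGFP intensity difference per well; some compounds called inactive have numbers as strong as hits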
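medium = tetracycline-free induction medium containing charcoal-stripped FBS | also added = 1.0 µM final dexamethasone stimulus | schedule = 48 h induction, 1 h compound, 30 min dex at 37 °C | technique = fixed, Hoechst-stained cells imaged at 10x for EGFP | measure = GR-EGFP nuclear translocation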
MT stabilize HCS = stabilizes microtubules in HeLa cells; HeLa tubulin immunostaining HCS, 24 h; share of cells brighter than vehicle mean+2SD; % tubulin-high responders, % at 10 µM; actives 0.83% (n = 200,000);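 active = plate Z-score above 3 for both tubulin-high and condensed-nucleus cell shares, with cell loss under 80%, at 10 µM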;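 note: anti alpha tubulin signal scored within the nucleus-defined area of each cell; some results filed as inactive read as strong as hits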
Yfh1-off respiration = enhancers of respiration in Yfh1-depleted yeast, dose response, Friedreich's ataxia, plus single-dose screen (AID 1465). actives 0.074% (n = 220,000). S. cerevisiae Yfh1-off respiration, WST-1 reduction, 72 h; higher fold induction means a stronger effect. fold induction at 50 µM, or EC50 in µM where a hit was titrated;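 active = fold induction of absorbance versus untreated yeast above a set limit, then at least 30% activation at any dose in follow-up; inconclusive = repeats straddling the limit, or above it without dose testing; inactive = fold induction below the set limit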;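 note: activators that raise dye reduction in frataxin-depleted yeast; strong numbers were not always called active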
WT yeast gro inh mutant strain = recorded beside WT yeast gro inh, whose call it bears; inhibition, %; mitochondrial fusion phenotypic screen, mutant strain inhibition
Dynein cargo inh cytoplasmic EGFP = recorded beside Dynein cargo inh, whose call it bears; z-score; measured here: cytoplasmic GR-EGFP intensity; hits give high values
Dynein cargo inh nuclear GR-EGFP = second read-out of Dynein cargo inh, no call of its own (marks repeat the call); z-score; measured here: nuclear GR-EGFP intensity;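 lower value marks the stronger effect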
Dynein cargo inh cell count = recorded beside Dynein cargo inh, whose call it bears; z-score; measured here: cell count per field
Ins promoter up cell count = second read-out of Ins promoter up, no call of its own (marks repeat the call); cell count; measured here: cytotoxicity, nuclei count;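 total cells summed across four imaged fields per well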
b-catenin transl cell count 5 µM = also measured in b-catenin transl; calls as there; cell count; measured here: cell count, cytotoxicity flag
MT stabilize HCS Hoechst-high % = also measured in MT stabilize HCS; calls as there; % Hoechst-high responders; measured here: nuclear condensation Hoechst responders;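 share of cells brighter than vehicle mean plus two SD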
MT stabilize HCS cytotoxicity % = second read-out of MT stabilize HCS, no call of its own (marks repeat the call); toxicity, %; measured here: cytotoxicity by cell density;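 0% = mean cell density of plate MIN control wells and 100% = no cells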
Autophagy mod cell loss 18 h = also measured in Autophagy mod; calls as there; toxicity, %; measured here: cell loss, nuclei count;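 cell loss after 18 h compound exposure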
Starred values were filed as active, the others as inactive; i = inactive; ? = inconclusive; . = no result given; + = active, no number. Cut-off read from the data, not from the text of the source, unless noted: active = inhibition above about 50%; inactive = the rest.

cpd	SMILES	b-catenin transl	MT stabilize HCS	Yfh1-off respiration	Ins promoter up	Autophagy mod	b-catenin transl cell count 5 µM	Autophagy mod cell loss 18 h	MT stabilize HCS Hoechst-high %	WT yeast gro inh mutant strain	PMI inhibition	WT yeast gro inh	Ins promoter up cell count	Dynein cargo inh	PMI inhibitors	Dynein cargo inh cytoplasmic EGFP	MT stabilize HCS cytotoxicity %	Dynein cargo inh cell count	Dynein cargo inh nuclear GR-EGFP
1	COc1cc(CN(C(=O)c2ccco2)c2ccc(C)cc2)ccc1O	.	2.8	i	-0.01	i	.	-9	1.5	20	12%	19	1264	-0.95	17%	0.13	2.8	0.86	-1.1
2	CSc1nsc(/C=C/Nc2ccc(Cl)cc2)c1C#N	0.2	1.5	i	0.22	i	1333	-6	1.5	10	13%	14	1569	-0.64	20%	-0.091	9.5	0.6	-0.36
3	CCCCN1C(=O)/C(=C(/C#N)C(=O)N2CCCC2)c2ccccc21	0.0	.	i	0.79	.	1375	.	.	.	.	.	977	-0.73	.	-0.18	.	-0.56	0.39
4	CCC1=C2CC[C@H]3C(=O)N(CC)C(=O)[C@H]3[C@H]2[C@@]2(Cc3ccccc3)C(=O)N(Cc3ccccc3)C(=O)N2C1=O	-0.6	.	i	0.05	.	1319	.	.	.	.	.	1088	-1	.	-0.83	.	0.88	-0.54
5	CC(=O)C1=C(C)NC(SCC(=O)c2ccc(Cl)c(Cl)c2)=C(C#N)C1c1ccco1 (stereo unspecified)	26	15	i	.	+	913	4.4*	2.8	.	-27%	.	.	-2.8	-30%	7.1	14	0.15	-0.07
6	O=C(CN1CCN(S(=O)(=O)c2ccc(Br)cc2)CC1)N/N=C/c1cccs1	0.2	5.2	.	-0.1	i	926	31	2.7	1	-12%	7	1407	1.2	-1%	-0.21	2.5	0.0077	0.39
7	O=C(c1cc(F)ccc1F)C1CCCN(C(=O)c2cccs2)C1 (stereo unspecified)	-3.2	1.6	i	0.53	i	934	13	2.0	5	6%	7	1464	-0.035	9%	-0.24	2.4	-0.44	-0.11
8	CN(C)CCCN(C(=O)/C=C/c1cccs1)c1nc2c(F)cccc2s1	3.8	2.5	i	0.13	i	1110	14	2.9	14	-2%	47	1179	4.1	-14%	1.6	6.6	-2.2	1.9
9	Cc1cc2nc(-c3ccc(SCC(=O)Nc4nccs4)nc3)[nH]c2cc1C	.	3.8	i	-0.27	i	.	-6	3.5	-8	0%	-23	1031	-0.14	13%	-0.18	6.1	0.59	-0.17
10	COc1ccc(S(=O)(=O)Nc2nc3ccccc3nc2NCC2CCCO2)cc1 (stereo unspecified)	0.7	.	i	-0.26	.	1255	.	.	.	.	.	991	0.66	.	-0.22	.	0.057	0.23
11	COc1ccc(NC(=O)CSc2ccc(F)cc2)cc1S(=O)(=O)N1CCCCC1	1.1	1.8	i	0.08	i	486	5	2.4	-10	9%	13	1267	1.2	9%	-0.25	6.7	-0.95	0.3
12	C=CCn1c(SCC(=O)Nc2ccc3c(c2)OCO3)nnc1-c1cc(Br)ccc1O	-1.2	1.8	i	-1.2	i	1105	1	0.7	14	13%	28	1905	-0.65	6%	0.053	21	0.21	0.087
13	CCOC(=O)c1[nH]c2ccccc2c1NC(=S)Nc1cccc(C)c1	-1.3	5.7	.	?	i	553	16	3.2	-25	9%	-9	.	-0.46	9%	-0.23	1.9	0.37	0.71
14	O=C(Nc1ccc(N2CCN(C(=O)c3ccc(Cl)cc3)CC2)cc1)c1cc2ccccc2o1	.	2.9	i	.	i	.	2	2.5	-8	-2%	-5	.	-0.19	-3%	-0.11	4.7	0.41	-0.2
15	COc1cc(OC)cc(C(=O)OC/C(O)=C(\C#N)c2nc3ccccc3[nH]2)c1	-0.1	.	i	0.5	.	1316	.	.	.	.	.	1094	-0.26	.	-0.16	.	0.21	0.37
16	O=C(NC(=S)N1CCCCC1CO)C12CC3CC(CC(C3)C1)C2 (stereo unspecified)	0.5	.	i	-0.16	.	1273	.	.	.	.	.	990	-0.13	.	-0.18	.	-1.5	0.82
17	CCOC(=O)c1nn(-c2ccccc2)c2nnc(Cc3ccc(Cl)cc3)c(=O)n12	.	4.0	i	0.02	i	.	8	2.4	10	-3%	15	1225	0.4	-4%	-0.057	4.8	0.065	-0.14
18	Cc1ccc(C2CC(c3cccc(Br)c3)Nc3nnnn32)cc1 (stereo unspecified)	-0.9	3.8	i	0.41	i	1105	-3	2.9	-11	0%	-4	1614	-0.46	12%	-0.019	5.8	0.25	0.099
19	CCOC(=O)CSc1nnnn1-c1cccc2ccccc12	2.0	3.2	i	.	i	535	-3	1.6	-4	4%	27	.	0.17	10%	-0.26	2.2	0.37	0.049
20	O=C(Cn1c(=O)oc2ccccc21)N1CCN(c2ccccc2)CC1	-0.6	2.9	i	1.3	i	1018	-2	1.5	12	3%	3	1819	0.59	6%	0.00078	3.9	-0.48	1.2
21	O=C(c1cc2ccccc2oc1=O)N(Cc1cccs1)Cc1cccs1	.	2.6	i	.	i	.	-4	1.7	12	3%	-7	.	-0.69	8%	-0.25	10	0.32	-0.38
22	O=C(NCc1ccco1)c1csc2c1CCCC2	5.7	4.0	i	0.16	i	876	9	2.5	-4	-6%	3	1604	-0.13	-5%	-0.33	5.8	-0.12	0.46
23	CS(=O)(=O)N(CC(=O)Nc1ccccc1C(=O)N1CCOCC1)c1ccc2c(c1)OCO2	0.7	1.9	i	0.92	i	941	-4	1.8	-9	0%	-10	1101	0.35	7%	-0.25	6.1	0.49	0.36
24	O=C(CSCc1ccccc1)NNC(=S)Nc1cccc(Cl)c1Cl	-5.3	1.0	?	-0.2	i	1115	-7	1.6	31	1%	27	1860	-0.8	3%	-0.2	9.1	0.6	-0.66
25	CC12CC(c3ccccc3O1)C(/C(N)=N/NC(=O)c1ccc(F)cc1)C(=O)N2 (stereo unspecified)	-0.8	5.1	i	-0.28	i	1162	17	1.3	-6	-4%	5	1416	1.6	0%	0.16	5.4	-1.4	1.4
26	CSc1nnc(-c2ccc(NC(N)=S)cc2)o1	1.4	.	i	-0.19	.	974	.	.	.	.	.	1441	-0.047	.	-0.26	.	0.18	-0.055
27	CCc1ccc(NC(=O)c2cnn(-c3ccccc3)c2C)cc1	-4.0	5.8	i	0.21	i	602	6	2.1	-16	-1%	2	1324	-0.6	2%	-0.33	3.5	1.2	-0.68
28	Cc1ccc(-c2ccc(S(=O)(=O)N3CCN(C)CC3)cc2)cc1	-5.3	4.3	i	0.25	i	926	-6	1.9	1	-11%	7	1026	-0.82	-2%	-0.24	6.6	1.1	-0.25
29	CCCCCCN1CC(O)=C(c2ccccc2)C1=N	-3.2	1.2	i	0.64	i	1172	1	1.1	-36	2%	4	935	-0.06	4%	-0.26	18	0.52	-0.092
30	COc1nccnc1NS(=O)(=O)c1ccc(N=Cc2c(C)[nH]n(-c3ccc(C)c(C)c3)c2=O)cc1	-0.7	5.7	.	1.6	i	907	7	3.5	35	1%	39	1445	0.7	2%	-0.12	15	-0.53	0.74
31	Cn1nc(CC(=O)NC2CCCCC2)c2ccccc2c1=O	1.1	1.8	i	-0.06	i	1012	-1	1.4	1	-8%	-11	769	-0.51	-6%	-0.2	3.5	0.11	0.57
32	CCn1c(SCC(=O)Nc2nc(C)cs2)nnc1-c1cccnc1	1.2	4.0	i	.	i	1147	19	1.4	57	12%	-10	.	0.33	6%	-0.22	1.5	-0.2	0.3
33	Cc1ccc(/C(N)=N/OC(=O)c2cc(-c3ccccc3)nc3ccccc23)cc1	-1.1	1.2	i	0.24	i	1387	6	1.3	5	5%	-10	1525	0.42	5%	-0.22	6.9	-0.099	0.051
34	COc1ccc(NC(=O)c2ccc(C)cc2Cl)c([N+](=O)[O-])c1	2.8	2.9	i	0.45	i	1192	34	0.9	-1	7%	-8	1418	0.15	1%	-0.22	3.5	0.36	-0.13
35	CC1CCC(C(C)C)C(OC(=O)Cn2c(-c3ccc(Cl)cc3)[n+](C)c3ccccc32)C1 (stereo unspecified)	0.1	.	i	?	.	1043	.	.	.	.	.	.	0.087	.	1.6	.	-5.5	0.89
36	CCn1c(SCC(=O)c2ccccc2)nnc1-c1cc2cc(Br)ccc2o1	0.5	2.7	i	.	i	1081	0	2.8	4	11%	6	.	-0.51	12%	-0.22	0.7	-0.34	-0.3
37	COc1ccc(-c2nnc(SCCC(=O)O)n2-c2ccccc2)cc1	1.5	3.3	i	0.73	i	927	5	2.2	4	-8%	0	1296	-0.5	-7%	-0.16	5.5	0.12	-0.26
38	CC1=NN(/C(=N\c2nnc(C)s2)Nc2ccccc2)[C@H](c2ccc(C)cc2)S1	-2.0	3.4	i	.	i	518	-9	2.9	2	2%	4	.	-0.49	1%	-0.26	7.2	0.2	-0.24
39	CC(C)C(=O)Nc1ccc(N2CCCC2)c(Cl)c1	-2.7	1.7	i	-0.13	i	1114	-16	1.3	-28	0%	-1	1304	-0.35	-5%	-0.15	4.2	0.88	-0.2
40	CN(Cc1ccc(F)cc1)Cc1nc(-c2cnccn2)no1	-0.9	3.1	i	0.2	i	1036	19	1.8	1	9%	-10	1449	-0.54	2%	-0.34	7.0	0.91	-0.092
